# Screens from PubChem.
# ADAM10 inh = inhibitors of human ADAM10. 370,000 compounds, 0.62% hits. recombinant ADAM10, EDANS/DABCYL FRET peptide cleavage, 3 h. inhibition, % at 7 µM;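 active = inhibition above a per-campaign cutoff equal to the mean of compounds falling between control-based bounds plus 3 SD, cut at about 20% in these data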;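 note: 0% = DMSO wells while the 100% control is not disclosed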
# PLC-gamma1 inh = blocks human PLC-gamma1 enzyme activity | purified PLC-gamma1, fluorogenic substrate, fluorescence | inhibition, % at 12.2 µM | 370,000 compounds, 0.84% hits | AID 720700; in the data active = inhibition above about 9.5%
# TDP2 absorb = TDP2 (human) inhibition, absorbance primary screen; O95551; 370,000 compounds, 0.34% hits; recombinant TDP2, T5PNP hydrolysis, p-nitrophenol absorbance 415 nm; inhibition, % at 12.8 µM; AID 720702;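 active = inhibition above the mean of all tested compounds plus 3 SD, set per campaign, cut at about 25% in these data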;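 note: 0% = DMSO with enzyme and 100% = buffer with substrate but no TDP2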
#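 test system = human TDP2 enzyme | input = TDP2 enzyme at 120 nM final | medium = 50 mM Tris-HCl pH 7.5 with Mg2+, KCl, DTT, BSA | also added = T5PNP substrate, 5 mM | times = 2 h at 37 °C | technique = epi absorbance | benchmarks = high control without enzyme, low control DMSO plus TDP2 | replication = each compound tested once, singlicate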
# DDE Tn7 FP inh = DD(E)-Tn7 binding inhibition, primary FP screen. P02675. FP displacement of FITC-Tn7 peptide from fibrin DD(E); 0% = median of compound wells per plate. inhibition, % at 8.3 µM. 370,000 compounds, 0.13% hits. AID 720508;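 active = inhibition above the mean of compounds falling within the control limits plus 3 SD of them, cut at about 14% in these data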;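 note: 0% = plate median of compound wells and 100% = 10 µM Aha-Tn7 peptide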
#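 Assay system: Fibrin-DD(E) protein isolated from polymerized human fibrin clots; read-out basis: percent inhibition; medium: Tris/NaCl/CaCl2 buffer, pH 7.8; signal: FP measurement; incubation: 10 min plus 3 h, room temperature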
# ARFGAP1 inhibitor = inhibitors of rat ARFGAP1. Q62848. inhibition, % at 16.5 µM. Arfgap1-stimulated ARF1 GTP hydrolysis, GDP FP detection. 360,000 compounds, 0.26% hits. AID 651572;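 active = inhibition above a per-plate limit, mean inhibition of low control wells plus 3 SD, cut at about 25% in these data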;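 note: 0% = DMSO wells with enzyme and 100% = wells lacking Arfgap1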
# Target sequence (Q62848 1-136 limits assumed): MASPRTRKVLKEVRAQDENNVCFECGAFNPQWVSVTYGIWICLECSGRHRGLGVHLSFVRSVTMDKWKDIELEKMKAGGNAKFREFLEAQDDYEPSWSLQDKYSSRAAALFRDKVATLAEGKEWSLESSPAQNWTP
#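 System: truncated rat Arfgap1 GAP domain / Medium: HEPES-based buffer, pH 7.5 / Also added: N-terminally truncated human ARF1-GTP substrate / Incubation: enzyme reaction 120 min at 25 °C after 20 min preincubation / Measured by: FP of antibody-bound GDP Alexa 633 tracer, ex 620/em 688 nm / Replicates: singlicate, each compound tested once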
# DDE Tn6 FP inh = disrupts Tn6 cyclic peptide binding to fibrin D-Dimer-E complex; Fibrin DD(E) TRITC-Tn6 fluorescence polarization displacement; inhibition, % at 8.3 µM; 370,000 compounds, 0.21% hits; AID 720509;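 active = inhibition above a per-campaign cutoff: mean of compounds within control limits plus 3 SD, cut at about 15% in these data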;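 note: 0% = median of all compound wells on the plate and 100% = blocking peptide control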
# ASAP1 inh = ASAP1 ArfGAP inhibition. inhibition, % at 16.5 µM. Q9ULH1. ASAP1-stimulated ARF1 GTP hydrolysis, GDP FP detection. 360,000 compounds, 0.19% hits; in the data active = inhibition above about 25%;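 note: 0% = vehicle with enzyme and substrate and 100% = no enzyme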
# ADAM17 inh = inhibitors of human ADAM17; P78536; recombinant ADAM17, EDANS/DABCYL FRET peptide cleavage; inhibition, % at 6.95 µM; 370,000 compounds, 0.83% hits; AID 720648;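 active = inhibition above the mean of compounds lying between control limits plus 3 SD, set per campaign, cut at about 8.5% in these data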;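 note: 0% = DMSO-only wells as the low control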
# Target sequence (P78536 215-824 limits assumed): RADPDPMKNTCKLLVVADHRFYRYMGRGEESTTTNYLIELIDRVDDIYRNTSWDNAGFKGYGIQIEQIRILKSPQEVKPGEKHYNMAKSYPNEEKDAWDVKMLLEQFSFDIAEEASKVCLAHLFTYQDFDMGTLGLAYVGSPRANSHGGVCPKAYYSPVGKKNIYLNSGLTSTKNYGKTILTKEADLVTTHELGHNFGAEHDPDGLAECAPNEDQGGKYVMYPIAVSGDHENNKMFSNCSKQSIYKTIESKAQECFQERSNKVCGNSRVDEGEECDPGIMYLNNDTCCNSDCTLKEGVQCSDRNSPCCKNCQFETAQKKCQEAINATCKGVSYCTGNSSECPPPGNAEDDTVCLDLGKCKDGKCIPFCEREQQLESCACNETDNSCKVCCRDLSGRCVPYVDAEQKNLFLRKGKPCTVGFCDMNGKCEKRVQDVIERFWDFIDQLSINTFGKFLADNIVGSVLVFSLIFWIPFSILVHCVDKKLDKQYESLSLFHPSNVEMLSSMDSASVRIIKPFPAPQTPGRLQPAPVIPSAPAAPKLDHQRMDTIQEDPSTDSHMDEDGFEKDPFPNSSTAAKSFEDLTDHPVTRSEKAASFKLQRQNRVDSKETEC
# PLC-beta3 inh = PLC-beta3 (human) inhibition, primary screen; inhibition, % at 12.2 µM; Q01970; Purified PLC-beta3, fluorogenic substrate, fluorescence; 370,000 compounds, 0.18% hits; in the data active = inhibition above about 11%;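 note: 0% = median of compound wells on plate and 100% = full blocker control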
# SIAE primary = inhibitors of human sialic acid acetylesterase SIAE | 370,000 compounds, 0.69% hits | inhibition, % at 9.66 µM | AID 1053197 | SIAE FP-Rh probe binding, fluorescence polarization;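 active = inhibition above a cutoff: mean of compounds within the control limits plus 3 SD of those, cut at about 17% in these data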;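 note: 0% = plate median of compound wells and 100% = probe without SIAE protein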
# Active calls of the source: *; i = inactive.
ADAM10 inh	DDE Tn6 FP inh	ADAM17 inh	PLC-beta3 inh	TDP2 absorb	ARFGAP1 inhibitor	ASAP1 inh	SIAE primary	PLC-gamma1 inh	DDE Tn7 FP inh	molecule
2.0	8.9	-0.3	-7.2	11.2	9.8	-0.1	-1.8	0.9	5.4	Cc1ccc(NC(=O)/C=N/OCC(=O)NCc2ccccc2Cl)cc1
-60.9	14.9	-20.1	-37.3	8.5	-1.2	-7.8	4.7	-21.6	-4.8	COc1ccccc1N(C(=O)c1snc(C(N)=O)c1N)C(C(=O)NCc1ccccc1)c1ccc(C)o1 (stereo not drawn)
3.4	-2.2	2.1	-1.5	4.6	7.4	8.3	1.4	8.3	-2.1	CCOC(=O)Cn1cnc2c(cnn2-c2ccc(Cl)cc2)c1=O
3.9	7.0	-1.3	3.8	-6.6	-3.8	-4.3	3.2	4.0	1.8	CCOC(=O)CN(C(=O)CCC(=O)Nc1cc(C)on1)C(C(=O)NC1CCCC1)c1cccnc1 (stereo not drawn)
-5.8	2.1	4.7	-4.5	6.4	-7.1	7.8	-4.3	0.8	-7.2	CC(CCc1ccccc1)NC(=O)COC(=O)c1ccc(NC(N)=O)cc1 (stereo not drawn)
-6.6	0.4	-3.1	0.1	8.2	5.7	7.3	-5.3	0.0	8.2	COc1ccccc1OCCC(=O)Nc1cccc(S(=O)(=O)N2CCCCC2)c1
i	-11.5	i	i	-15.5	-2.2	4.9	-5.1	i	1.9	COc1ccc(-c2cc(C(=O)N3CCCCCC3)c3ccccc3n2)cc1
-6.2	-5.6	-5.2	-7.5	-6.8	5.3	7.2	-5.6	-4.2	-5.4	Cc1cc(=O)[nH]c(SCC(=O)c2ccc3c(c2)NC(=O)CO3)n1
-2.9	1.9	-3.9	-2.2	-6.4	-6.1	4.7	3.9	-0.2	3.7	CCOC(=O)C1=C(CC)Nc2ccccc2N=C1NC(=O)CCNC(C)=O
i	6.9	i	i	-4.4	4.8	-0.3	-2.8	-400.6	1.2	N=c1c(C(=O)NCc2ccc(F)cc2)cc2c(=O)n3ccccc3nc2n1Cc1cccnc1
3.8	-0.6	-3.4	1.5	3.2	-5.9	10.2	-10.4	-0.4	2.8	O=C(NNC(=O)C(c1ccccc1)c1ccccc1)c1cccs1
3.1	-4.1	-3.3	-7.3	-5.9	-5.6	-0.1	0.8	2.2	0.9	Cc1cc(NC(=O)CSc2nc(-c3ccccc3Cl)nc3c2c(=O)n(C)c(=O)n3C)no1
3.3	-2.0	-0.4	-3.4	3.9	2.0	9.7	2.6	-0.4	1.6	O=C(NCC1CCCO1)c1ccccc1NS(=O)(=O)c1cc([N+](=O)[O-])ccc1Cl (stereo not drawn)
1.9	-2.5	1.6	-17.8	8.8	8.9	2.0	14.7	-6.2	-1.6	Cc1ccccc1N=Nc1c(O)[nH]c2ccccc12
3.4	7.0	-2.5	-6.9	-2.7	-8.7	4.1	-1.8	-3.0	6.1	Cc1ccc(OCC(=O)NNC(=O)C2CCN(c3ncnc4sc(C)c(C)c34)CC2)cc1
-6.0	-6.8	-4.9	-9.9	3.4	1.1	-4.5	-8.3	-5.7	2.6	CCCn1cc(C(CC(=O)O)C(=O)O)c2ccccc21 (stereo not drawn)
-36.6	0.9	-13.2	-177.6	4.3	4.2	0.6	2.6	-137.4	0.2	NC(=O)c1c(N)sc2c1CCCC2
-0.8	6.7	0.0	-2.2	-8.4	-3.9	-21.9	8.5	-1.8	2.5	Clc1cccc(N/N=C/c2ccncc2)c1
-4.5	-2.9	-5.0	-0.8	0.7	-2.4	0.3	0.7	-0.6	-2.3	OC(CCCN1CCC(O)(c2ccc(Cl)cc2)CC1)c1ccc(F)cc1 (stereo not drawn)
0.0	-3.3	-1.4	-12.0	-3.5	-4.2	-3.2	-2.4	1.9	-2.7	O=C(CSc1nnc(CNC(=O)c2cccc(C(F)(F)F)c2)o1)NCC1CCCO1 (stereo not drawn)
1.0	-1.0	-1.3	-2.2	11.2	-8.4	-16.3	11.4	0.6	9.1	Cc1nc(SCCO)c([N+](=O)[O-])[nH]1
-3.7	-5.5	-1.7	0.8	4.9	0.5	13.9	-2.0	-3.3	-0.5	CS(=O)(=O)N(CC(=O)NCc1ccc2c(c1)OCO2)C1CCCCC1
-461.2	9.3	-134.9	-72.7	-10.2	-11.1	3.3	8.2	-54.0	-4.6	C=CCN1CN(S(=O)(=O)c2ccc(OC)cc2)c2nc3ccccc3nc21
-0.7	1.0	-0.4	-0.7	1.6	0.7	-6.3	-1.4	3.5	5.8	Cc1ccc(C)c(NS(=O)(=O)c2ccc(OCC(=O)NCc3ccco3)cc2)c1
-112.9	-10.4	-34.8	-65.1	-3.1	-4.1	-9.4	-4.6	-44.8	2.4	CCn1c(SCC(=O)Nc2ccc(C)cc2)nc2sc3c(c2c1=O)CCN(C)C3
-40.0	-16.2	-23.2	-65.6	-11.1	10.8	-2.6	-1.8	-47.4	-2.2	CCN(C(=O)Cc1cccs1)c1nnc(-c2cc(OC)c(OC)c(OC)c2)s1
-1.6	-5.0	-4.5	1.7	-3.3	-1.0	-13.4	-1.1	-0.4	1.4	O=C(CC[C@H]1O[C@@H](n2cnc3c(NC(=O)c4ccccc4)ncnc32)[C@H](O)[C@@H]1O)NCC1CCCO1 (stereo partly drawn)
0.8	-1.0	0.4	0.2	-7.9	4.6	0.9	0.5	-0.6	-4.5	CCCCCCn1c(C(C)O)nc2ccccc21 (stereo not drawn)
-8.8	5.8	-2.5	-17.0	1.4	-5.6	-7.7	-1.7	-15.7	-3.4	CCOc1ccccc1Nc1ncnc2ccccc12
-6.6	3.2	-2.2	1.2	-1.6	5.9	-8.1	-4.4	3.1	3.1	Cc1nc2nc[nH]n2c(=O)c1CCOC(=O)c1ccccc1F
-9.1	-0.6	-3.0	-3.1	12.3	-3.8	7.6	0.9	-2.9	-0.4	Cc1cc(C)n2nc(SCC(=O)N3CCN(c4ccc(F)cc4)CC3)nc2n1
3.1	0.2	-0.6	4.1	5.0	2.8	6.6	6.9	0.3	-4.7	CCOc1ccc(-n2c(=O)cc(N3CCN(c4ccccc4)CC3)[nH]c2=O)cc1
-11.5	2.1	-2.1	-5.7	5.1	1.8	-4.6	-0.8	-2.7	3.2	O=C(Nc1ccccc1C(=O)NCCN1CCOCC1)c1cccc([N+](=O)[O-])c1
-7.0	-3.9	1.1	-5.7	-3.1	-8.8	3.9	-2.4	4.2	-3.5	O=C(O)Cn1c(Cc2ccccc2)nc2ccccc21
-144.6	-1.6	-42.3	-64.0	9.7	6.9	-1.8	-0.5	-73.2	3.2	COc1cccc2c(=O)c(C(=O)O)c[nH]c12
-5.8	1.5	-1.1	-3.0	6.5	-2.5	-14.8	2.9	4.8	2.8	S=C(NCCNC(=S)Nc1ccccc1Cl)Nc1ccccc1Cl
3.9	-0.3	-1.8	4.2	-2.6	-5.0	-3.7	-1.9	2.4	0.5	CCOc1ccc(Cl)cc1CNCCNCCO
-9.8	-6.4	2.9	-0.7	0.1	0.4	9.6	2.0	0.9	-8.6	Cc1ccc(-n2nnnc2CS(=O)(=O)c2ccccc2)c(C)c1
-6.1	-3.1	-5.7	-1.1	-0.1	1.6	3.1	1.8	-2.1	0.4	COc1cccc(CSc2nnc(-c3ccco3)n2C)c1
-131.6	5.3	-38.8	-19.1	8.0	-8.1	11.2	-6.7	-20.7	0.2	O=C(c1ccc(-c2nc3ccccc3s2)s1)N1CCOCC1
-5.3	-2.9	0.4	-15.1	-1.2	16.9	10.6	-3.1	-0.8	-14.7	CN(C(=O)CSc1ncnc2ccccc12)C1CCS(=O)(=O)C1 (stereo not drawn)
-11.5	9.4	-5.1	3.0	5.1	4.0	5.9	3.8	-1.2	0.4	CCOc1cc(OCC)cc(C(=O)N2CCC[C@H]2C(=O)N2CCC[C@H]2C(=O)N[C@H](C)c2ccccc2)c1
-7.2	1.8	-6.3	3.6	1.2	-4.6	-1.7	6.6	-3.5	9.7	Cc1ccc(NC(=O)CC2C(=O)OCC3CCCCN32)cc1Cl (stereo not drawn)
-3.0	3.8	-0.8	-0.7	17.4	-4.9	-11.2	-3.4	0.9	-8.1	CCOc1ccccc1NC(=O)[C@@H](NC(=O)c1cccc(S(=O)(=O)N2CCOCC2)c1)C(C)C
-4.6	1.1	-4.1	2.2	1.1	10.8	11.9	4.7	1.1	-4.6	COc1cc(C(C(=O)NC(C)(C)C)N(C(=O)CNC(=O)c2cccs2)c2ccc(C(C)C)cc2)cc(OC)c1OC (stereo not drawn)
-9.7	-0.2	-2.0	-15.2	25.5*	12.7	-1.4	8.7	-11.8	-12.0	COC(=O)c1ccc(-c2ccc(C(c3c(C)[nH][nH]c3=O)c3c(C)[nH][nH]c3=O)o2)cc1
6.2	1.1	-1.2	4.6	5.1	-0.1	-1.4	3.6	1.4	-7.0	CCOn1c(-n2nc(C)cc2C)nc2ccccc2c1=O
i	-20.4	-154.0	i	12.5	-4.8	3.9	23.7*	i	3.7	Nc1ccc2nc(-c3cc(Cl)c(N)c(Cl)c3)[nH]c2c1
2.1	9.0	-5.7	0.9	5.2	0.2	-1.3	-3.5	-1.0	6.2	CC(=O)Nc1cccc(N2C(=O)CC(N3CCC(C(=O)N4CCCCC4)CC3)C2=O)c1 (stereo not drawn)
1.1	-6.1	0.8	-15.8	4.6	-9.4	-1.2	9.6	-6.8	0.1	O=C(CSc1nnc(-c2ccccc2O)o1)NC1CCCCC1
3.4	4.1	-0.1	-2.2	12.4	10.4	11.2	3.5	1.3	-7.8	CC(C)OCC(O)Cn1c(N2CCCC2)nc2c1c(=O)n(C)c(=O)n2C (stereo not drawn)

# Gathered by group, the compounds so far with a COOH group (3)
ADAM10 inh	DDE Tn6 FP inh	ADAM17 inh	PLC-beta3 inh	TDP2 absorb	ARFGAP1 inhibitor	ASAP1 inh	SIAE primary	PLC-gamma1 inh	DDE Tn7 FP inh	molecule
-6.0	-6.8	-4.9	-9.9	3.4	1.1	-4.5	-8.3	-5.7	2.6	CCCn1cc(C(CC(=O)O)C(=O)O)c2ccccc21 (stereo not drawn)
-7.0	-3.9	1.1	-5.7	-3.1	-8.8	3.9	-2.4	4.2	-3.5	O=C(O)Cn1c(Cc2ccccc2)nc2ccccc21
-144.6	-1.6	-42.3	-64.0	9.7	6.9	-1.8	-0.5	-73.2	3.2	COc1cccc2c(=O)c(C(=O)O)c[nH]c12
